Bioassay records from PubChem BioAssay.
ADAM17 inh: inhibitors of human ADAM17 | recombinant ADAM17, EDANS/DABCYL FRET peptide cleavage | inhibition, % at 6.95 µM | hit rate 0.83% among 370,000 | AID 720648;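 active means inhibition above the mean of compounds lying between control limits plus 3 SD, set per campaign, cut at about 8.5% in these data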;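 further: 0% = DMSO-only wells as the low control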
ssDAF-12 act: S. stercoralis DAF-12 activation, primary screen; HEK293 ssDAF-12/GRIP1 lit1-tk-luc reporter, luminescence; % of 3 µM dafachronic acid response; activation, % at 6.8 µM; hit rate 1% among 370,000; AID 652126;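 active means activation above the mean over all tested compounds plus 3 SD, cut at about 0.9% in these data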;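 further: 0% = DMSO-only wells and 100% = 3 µM delta7-dafachronic acid wells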
PLCg1 inh: inhibitors of human phospholipase C gamma1 | hit rate 0.84% among 370,000 | P19174 | purified PLC-gamma1, fluorogenic substrate, fluorescence | inhibition, % at 12.2 µM; in the data active means inhibition above about 9.5%
PLC-beta3 inh: inhibitors of human phospholipase C beta3; Q01970; Purified PLC-beta3, fluorogenic substrate, fluorescence; inhibition, % at 12.2 µM; hit rate 0.18% among 370,000; in the data active means inhibition above about 11%;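 further: 0% = median of compound wells on plate and 100% = full blocker control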
DAX1 inh-1: inhibits human nuclear receptor DAX1. P51843. HEK293 Gal4-DAX1 luciferase reporter, luminescence. inhibition, % at 6.75 µM. hit rate 0.99% among 340,000. AID 504766;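 active means inhibition above the mean over all tested compounds plus 3 SD, cut at about 4.2% in these data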;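 further: 0% = DAX1-transfected cells with DMSO and 100% = empty-vector control cells with DMSO; inhibition shows as a rise in luminescence from relieved DAX1 repression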
hcDAF12 agonist: activates DAF-12 receptor from parasite H. contortus; AID 652067; hit rate 1.4% among 370,000; activation, % at 6.8 µM; HEK293 hcDAF-12 lit1-tk-luc reporter, luminescence; 0% DMSO, 100% Δ7-dafachronic acid;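 active means activation above the mean of all tested compounds plus 3 SD, cut at about 5.5% in these data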;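 further: 100% = response to 3 µM Δ7-dafachronic acid high control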
HGIII-sPLA2 inh: Blocks human group III sPLA2 activity; Q9NZ20; QFRET BODIPY PC-A2 liposome hydrolysis, fluorescence; inhibition, % at 12.2 µM; hit rate 0.56% among 370,000; AID 743126;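 active means inhibition above mean plus 3 SD of compounds lying within the high and low control bounds, cut at about 19% in these data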;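 further: 0% = median of test compound wells and 100% = no enzyme DMSO wells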
Target sequence (Q9NZ20 whole entry, looked up): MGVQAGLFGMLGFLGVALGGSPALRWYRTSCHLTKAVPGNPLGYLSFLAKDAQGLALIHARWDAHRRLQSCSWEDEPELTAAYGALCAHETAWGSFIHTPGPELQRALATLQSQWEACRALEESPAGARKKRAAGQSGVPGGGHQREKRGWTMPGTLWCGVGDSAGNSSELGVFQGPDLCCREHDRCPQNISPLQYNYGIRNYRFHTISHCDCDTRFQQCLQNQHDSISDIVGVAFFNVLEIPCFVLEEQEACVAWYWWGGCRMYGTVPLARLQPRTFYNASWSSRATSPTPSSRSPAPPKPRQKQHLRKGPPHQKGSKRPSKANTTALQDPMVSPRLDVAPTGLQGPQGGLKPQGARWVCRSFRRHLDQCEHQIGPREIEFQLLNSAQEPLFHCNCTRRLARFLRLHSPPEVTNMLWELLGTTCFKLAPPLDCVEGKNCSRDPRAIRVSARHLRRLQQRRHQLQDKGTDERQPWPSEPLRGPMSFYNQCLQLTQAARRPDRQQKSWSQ
ADAM10 inh: ADAM10 inhibition, QFRET primary screen | O14672 | recombinant ADAM10, EDANS/DABCYL FRET peptide cleavage, 3 h | inhibition, % at 7 µM | hit rate 0.62% among 370,000;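 active means inhibition above a per-campaign cutoff equal to the mean of compounds falling between control-based bounds plus 3 SD, cut at about 20% in these data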;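 further: 0% = DMSO wells while the 100% control is not disclosed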
Target sequence (O14672 214-748 limits assumed): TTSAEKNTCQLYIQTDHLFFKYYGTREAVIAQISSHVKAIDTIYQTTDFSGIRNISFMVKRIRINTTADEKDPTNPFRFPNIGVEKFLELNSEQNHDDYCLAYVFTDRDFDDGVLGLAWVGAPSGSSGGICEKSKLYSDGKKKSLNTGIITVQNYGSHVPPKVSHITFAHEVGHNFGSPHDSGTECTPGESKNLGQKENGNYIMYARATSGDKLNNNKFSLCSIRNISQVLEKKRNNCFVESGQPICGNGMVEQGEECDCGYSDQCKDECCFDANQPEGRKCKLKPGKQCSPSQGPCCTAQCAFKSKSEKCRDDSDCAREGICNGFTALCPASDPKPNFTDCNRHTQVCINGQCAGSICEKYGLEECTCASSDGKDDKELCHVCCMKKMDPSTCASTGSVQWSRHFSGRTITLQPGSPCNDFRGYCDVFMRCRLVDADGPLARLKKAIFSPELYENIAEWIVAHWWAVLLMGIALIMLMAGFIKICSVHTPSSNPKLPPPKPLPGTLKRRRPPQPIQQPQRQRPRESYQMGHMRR
hgDAF-12 ag: agonists of H. glycines DAF-12 nuclear receptor. hit rate 1.8% among 370,000. AID 687014. HEK293 GAL4-hgDAF12 UAS-luciferase reporter, agonist luminescence; normalized to butyrate control. activation, % at 6.8 µM;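 active means activation above a cutoff set at the mean of all screened compounds plus 3 SD, cut at about 10% in these data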;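 further: 0% = DMSO wells and 100% = sodium butyrate wells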
DAX1 inh-2: inhibitors of DAX1 repression of SF-1 activated StAR promoter; HEK293T StAR-luciferase reporter, SF-1/DAX-1 repression relief; hit rate 1.1% among 370,000; AID 652010; inhibition, % at 6.8 µM;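 active means inhibition above the mean over all tested compounds plus 3 SD, cut at about 3.6% in these data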;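 further: 0% = DAX-1 cells with DMSO and 100% = cells lacking DAX-1 with DMSO; higher inhibition means more luminescence from relief of DAX-1 repression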
GAA850 FXN act: activators of GAA850 frataxin (FXN) promoter; HEK293 lucGAA850 FXN promoter luciferase reporter, 24 h; percent of 10 µM SAHA response; activation, % at 6 µM; hit rate 0.56% among 360,000; AID 540364;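 active means activation above the average of all compounds screened plus 3 SD, cutoff fixed separately per campaign, cut at about 7.5% in these data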;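 further: 0% = DMSO wells and 100% = 10 µM SAHA wells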
* marks the source's active call; other numbers are inactive results.

`Nc1nc2ccccc2n1S(=O)(=O)c1ccc([N+](=O)[O-])cc1` gave ADAM17 inh -1.1, ssDAF-12 act -1.0, PLCg1 inh 1.1, PLC-beta3 inh 2.8, hcDAF12 agonist 0.2, HGIII-sPLA2 inh 1.9, ADAM10 inh -8.1, hgDAF-12 ag 4.1, DAX1 inh-2 -1.7 and GAA850 FXN act -1.6.
Cc1ccccc1NC1=NCC(c2ccc([N+](=O)[O-])cc2)S1 (centres undefined) was read as ADAM17 inh 0.9, ssDAF-12 act -1.9, PLCg1 inh 0.3, PLC-beta3 inh 0.6, DAX1 inh-1 -1.0, hcDAF12 agonist -1.7, HGIII-sPLA2 inh -1.0, ADAM10 inh 8.4, hgDAF-12 ag -1.6, DAX1 inh-2 -0.8 and GAA850 FXN act -2.8.
Screening Cc1ccc(C(=O)Nc2ccc([N+](=O)[O-])cn2)o1 returned ADAM17 inh 1.0, ssDAF-12 act -0.8, PLCg1 inh 6.1, PLC-beta3 inh 6.6, DAX1 inh-1 -0.3, hcDAF12 agonist -0.9, HGIII-sPLA2 inh 4.2, ADAM10 inh -4.8, hgDAF-12 ag 13.8*, DAX1 inh-2 0.7 and GAA850 FXN act -1.8.
For COc1cc(OC)c(/C=C2\SC(=O)N(CC(=O)Nc3ccccc3F)C2=O)c(OC)c1 the results were ADAM17 inh -1.1, ssDAF-12 act -0.6, PLCg1 inh -0.6, PLC-beta3 inh -6.1, DAX1 inh-1 2.1, hcDAF12 agonist -1.7, HGIII-sPLA2 inh -5.0, ADAM10 inh -0.7, hgDAF-12 ag -0.9, DAX1 inh-2 -0.6 and GAA850 FXN act 0.0.
Screening Cc1cc2cc(CNS(=O)(=O)N(C)C)ccc2[nH]1 returned ADAM17 inh -1.9, ssDAF-12 act -1.0, PLCg1 inh -21.0, PLC-beta3 inh -23.8, DAX1 inh-1 1.1, hcDAF12 agonist 1.2, HGIII-sPLA2 inh -0.5, ADAM10 inh -21.7, hgDAF-12 ag 5.1, DAX1 inh-2 0.2 and GAA850 FXN act 0.1.
Screening O=C(CN(C(=O)c1csnn1)c1cccc(Cl)c1)NC1CCCC1 returned ADAM17 inh -2.4, ssDAF-12 act -0.6, PLCg1 inh 2.2, PLC-beta3 inh -4.3, DAX1 inh-1 0.1, hcDAF12 agonist -0.5, HGIII-sPLA2 inh 6.8, ADAM10 inh -1.3, hgDAF-12 ag -1.3, DAX1 inh-2 -0.2 and GAA850 FXN act -1.7.
Screening CCOC(=O)c1c(NC(=O)Nc2ccc(C)cc2)sc2c1CCN(C)C2 returned ADAM17 inh -3.5, ssDAF-12 act -1.9, PLCg1 inh -4.1, PLC-beta3 inh -5.1, hcDAF12 agonist -1.1, HGIII-sPLA2 inh -16.9, ADAM10 inh -9.8, hgDAF-12 ag -0.2, DAX1 inh-2 0.1 and GAA850 FXN act 1.0.
CCN(CC(=O)Nc1ccc([N+](=O)[O-])cc1OC)CC(=O)NC(C)(C)C was read as ADAM17 inh 1.3, ssDAF-12 act -1.1, PLCg1 inh 2.4, PLC-beta3 inh -0.4, DAX1 inh-1 -0.8, hcDAF12 agonist 0.7, HGIII-sPLA2 inh 1.5, ADAM10 inh 2.7, hgDAF-12 ag -2.4, DAX1 inh-2 -0.5 and GAA850 FXN act -3.5.
Screening COC(=O)c1ccc(CNC(=O)COC(=O)c2ccccc2-c2ccccc2)cc1 returned ADAM17 inh 1.7, ssDAF-12 act -1.3, PLCg1 inh -6.0, PLC-beta3 inh -5.2, DAX1 inh-1 -0.1, hcDAF12 agonist 0.1, HGIII-sPLA2 inh -12.1, ADAM10 inh 1.2, hgDAF-12 ag -2.4, DAX1 inh-2 0.4 and GAA850 FXN act 0.4.
`CCCCN(C(=O)CSc1nc2ccccc2n1CC)C1CCS(=O)(=O)C1` (centres undefined) gave ADAM17 inh -2.7, ssDAF-12 act -1.2, PLCg1 inh 1.2, PLC-beta3 inh -5.3, DAX1 inh-1 0.6, hcDAF12 agonist -1.1, HGIII-sPLA2 inh 6.8, ADAM10 inh -18.8, hgDAF-12 ag 3.5, DAX1 inh-2 -0.2 and GAA850 FXN act -0.8.
For CCOC(=O)c1c(NC(=O)COc2ccccc2C#N)sc2c1CC(C)(C)NC2(C)C the results were ADAM17 inh -48.3, ssDAF-12 act -1.4, PLCg1 inh -223.1, PLC-beta3 inh -208.0, DAX1 inh-1 -0.6, hcDAF12 agonist -2.3, HGIII-sPLA2 inh -8.1, ADAM10 inh -82.5, hgDAF-12 ag -1.0, DAX1 inh-2 -4.2 and GAA850 FXN act -5.7.
`CCc1ccc([C@@H]2CC(=O)[C@@H]3CN(S(=O)(=O)c4ccc(Cl)cc4)[C@H](c4ccc(C)cc4)C[C@@H]3N2S(=O)(=O)c2ccc(C)cc2)cc1` gave ADAM17 inh 3.0, ssDAF-12 act -0.8, PLCg1 inh 1.8, PLC-beta3 inh 2.4, hcDAF12 agonist -0.5, HGIII-sPLA2 inh -2.7, ADAM10 inh 2.8, hgDAF-12 ag 0.5 and DAX1 inh-2 0.1.
CCOC(=O)c1c(NC(=O)C2=C(C)NC(=S)NC2c2ccc(F)cc2)sc(C)c1C (centres undefined) was read as ADAM17 inh -3.7, ssDAF-12 act -1.6, PLCg1 inh -302.7, PLC-beta3 inh -312.1, DAX1 inh-1 -2.7, hcDAF12 agonist -1.1, HGIII-sPLA2 inh 11.3, ADAM10 inh -6.5, hgDAF-12 ag -1.8, DAX1 inh-2 -0.4 and GAA850 FXN act 4.5.
Screening O=C1CN(c2cc(Cl)cc(Cl)c2)C(=O)CN1/N=C/c1cccnc1 returned ADAM17 inh 1.8, ssDAF-12 act -1.1, PLCg1 inh 4.1, PLC-beta3 inh -4.7, DAX1 inh-1 -0.8, hcDAF12 agonist 1.2, HGIII-sPLA2 inh -1.5, ADAM10 inh 2.7, hgDAF-12 ag -0.4, DAX1 inh-2 0.0 and GAA850 FXN act 1.2.
`COC(=O)[C@]12CCCCC=C1N(CCC1=CCCCC1)C(=O)[C@H](CC(=O)NCc1ccccc1)C2` gave ADAM17 inh 2.4, ssDAF-12 act -1.9, PLCg1 inh 4.6, PLC-beta3 inh 3.6, hcDAF12 agonist -2.0, HGIII-sPLA2 inh -7.3, ADAM10 inh 12.2, hgDAF-12 ag -2.0 and DAX1 inh-2 -1.0.
CCCc1cc(C(=O)N2CCN(S(=O)(=O)c3ccc(OC)c(OC)c3)CC2)cs1 was read as ADAM17 inh -4.5, ssDAF-12 act -2.1, PLCg1 inh 5.2, PLC-beta3 inh -0.1, DAX1 inh-1 -0.6, hcDAF12 agonist -2.7, HGIII-sPLA2 inh -9.3, ADAM10 inh 4.8, hgDAF-12 ag -2.8, DAX1 inh-2 -0.7 and GAA850 FXN act -1.9.
`CSc1ccccc1C(=O)NCc1ccc(S(N)(=O)=O)cc1` gave ADAM17 inh -1.2, ssDAF-12 act -1.2, PLCg1 inh 0.5, PLC-beta3 inh 5.2, DAX1 inh-1 -0.3, hcDAF12 agonist -1.7, HGIII-sPLA2 inh 0.2, ADAM10 inh 2.9, hgDAF-12 ag -2.1, DAX1 inh-2 0.0 and GAA850 FXN act 2.9.
For CC(C)c1ccc(NC(=O)Cn2c(=O)oc3ccccc32)cc1 the results were ADAM17 inh -2.3, ssDAF-12 act -1.1, PLCg1 inh 0.6, PLC-beta3 inh -7.6, DAX1 inh-1 -1.5, hcDAF12 agonist -3.3, HGIII-sPLA2 inh -15.7, ADAM10 inh 1.1, hgDAF-12 ag 1.6, DAX1 inh-2 -0.5 and GAA850 FXN act 2.0.
Cc1ccc(N2CCN(S(=O)(=O)N3CCCCC3)CC2)c(C)c1 was read as ADAM17 inh 0.0, ssDAF-12 act -1.3, PLCg1 inh 1.7, PLC-beta3 inh -0.6, hcDAF12 agonist 0.0, HGIII-sPLA2 inh -5.3, ADAM10 inh 3.9, hgDAF-12 ag -1.9 and DAX1 inh-2 0.5.
For COc1cc(N2C(=O)c3ccccc3C2=O)c(Cl)cc1C(=O)OCC(=O)N1CCOCC1 the results were ADAM17 inh 1.4, ssDAF-12 act -1.2, PLCg1 inh 3.5, PLC-beta3 inh 3.4, DAX1 inh-1 2.6, hcDAF12 agonist 0.5, HGIII-sPLA2 inh 9.3, ADAM10 inh 6.1, hgDAF-12 ag 1.1, DAX1 inh-2 -0.2 and GAA850 FXN act 1.1.
For Cn1c(=O)[nH]c(=O)c2c1nc(N1CCCCC1)n2CCOc1ccccc1 the results were ADAM17 inh -0.2, ssDAF-12 act -1.2, PLCg1 inh 1.1, PLC-beta3 inh -0.9, DAX1 inh-1 -0.6, hcDAF12 agonist -1.9, HGIII-sPLA2 inh -0.5, ADAM10 inh -2.9, hgDAF-12 ag 2.4, DAX1 inh-2 0.4 and GAA850 FXN act 5.5.
Screening COc1ccc(C2=NOC(C(=O)NCc3ccccn3)C2)cc1OC (centres undefined) returned ADAM17 inh -4.3, ssDAF-12 act -1.3, PLCg1 inh -0.5, PLC-beta3 inh -1.5, DAX1 inh-1 -0.5, hcDAF12 agonist -1.7, HGIII-sPLA2 inh -2.2, ADAM10 inh -0.4, hgDAF-12 ag 0.3, DAX1 inh-2 -0.6 and GAA850 FXN act 4.0.
`COc1ccc(CC(=O)N2CCN=C2SCc2ccc([N+](=O)[O-])cc2)cc1` gave ADAM17 inh 0.2, ssDAF-12 act -0.6, PLCg1 inh 0.6, PLC-beta3 inh -7.2, DAX1 inh-1 0.1, hcDAF12 agonist -1.4, HGIII-sPLA2 inh -2.6, ADAM10 inh 2.2, hgDAF-12 ag -2.7, DAX1 inh-2 0.9 and GAA850 FXN act 1.4.
For CC1CCCN(CCCNC(=O)c2ccc3c(c2)N(Cc2cccc(Cl)c2)C(=O)c2ccccc2S3=O)C1 (centres undefined) the results were ADAM17 inh -0.7, ssDAF-12 act -0.9, PLCg1 inh 0.9, PLC-beta3 inh 1.3, DAX1 inh-1 0.8, hcDAF12 agonist 0.1, HGIII-sPLA2 inh -17.9, ADAM10 inh 0.2, hgDAF-12 ag -1.1, DAX1 inh-2 0.5 and GAA850 FXN act -4.3.
For CSc1n[nH]c(=O)n1-c1ccc(Cl)cc1 the results were ADAM17 inh -5.8, ssDAF-12 act -1.1, PLCg1 inh -1.0, PLC-beta3 inh 0.2, DAX1 inh-1 0.8, hcDAF12 agonist 0.2, HGIII-sPLA2 inh 4.9, ADAM10 inh -1.6, hgDAF-12 ag -0.5, DAX1 inh-2 -0.5 and GAA850 FXN act 2.1.
`O=C(Nc1ccccc1C(=O)N1CCOCC1)C1CCCO1` (centres undefined) gave ADAM17 inh -0.4, ssDAF-12 act -1.2, PLCg1 inh 1.9, PLC-beta3 inh 1.8, DAX1 inh-1 -0.2, hcDAF12 agonist -0.2, HGIII-sPLA2 inh -2.5, ADAM10 inh -2.0, hgDAF-12 ag 1.1, DAX1 inh-2 -0.6 and GAA850 FXN act 0.7.
For COc1cc([N+](=O)[O-])ccc1NC(=O)Cc1ccccc1 the results were ADAM17 inh -5.1, ssDAF-12 act -1.2, PLCg1 inh 1.7, PLC-beta3 inh 3.8, DAX1 inh-1 -0.5, hcDAF12 agonist -1.1, HGIII-sPLA2 inh -1.5, ADAM10 inh -1.4, hgDAF-12 ag -0.6, DAX1 inh-2 -0.5 and GAA850 FXN act 0.5.
